Lipid droplet: inhibitors of hepatocyte lipid droplet formation, primary screen, imaging, high-throughput imaging, BODIPY stain; 0.4% of 240,000 active; inhibition, % at 6.5 µM; AML12 mouse hepatocytes, oleate lipid droplets;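 active = lipid droplet intensity inhibited by at least 50%, with more than 500 cells counted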
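Assay system: AML12 mouse liver cells | Compound: 6.5 µM single-point dosing | Schedule: Overnight exposure | Technique: Fluorescence imaging, 20x objective, two fields per well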
Yfh1-depleted yeast: enhancers of respiration in Yfh1-depleted yeast, dose response, Friedreich's ataxia, plus single-dose screen (AID 1465) | S. cerevisiae Yfh1-off respiration, WST-1 reduction, 72 h; higher fold induction means a stronger effect | one-dose fold induction at 50 µM; EC50 in µM for titrated hits | 0.074% of 220,000 active;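 active = fold induction of absorbance versus untreated yeast above a set limit, then at least 30% activation at any dose in follow-up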;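 also: activators that raise dye reduction in frataxin-depleted yeast; strong numbers were not always called active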
Dynein transport: inhibitors of GR-EGFP nuclear translocation, primary screen, dynein cargo transport inhibitor project, imaging, high-content, 3617.4 mouse cells. test concentration mostly 20 µM; stimulated with dexamethasone, 1 µM; hits give low values. z-score, hits read low. 0.47% of 220,000 active;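 active = plate z-score of nuclear minus cytoplasmic receptor signal below a set negative limit, without overly bright fluorescence or cell loss, cut at about -3.5 in these data, passing the limit was not always enough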;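 also: z-score of nuclear minus cytoplasmic ring GR-EGFP intensity difference per well; some compounds called inactive have numbers as strong as hits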
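Also added – dexamethasone, 1.0 µM final · Buffer or medium – tet-free, stripped-serum medium · Schedule – induction 48 h, compound 1 h, agonist 30 min · Detection – formaldehyde fixation, Hoechst nuclear stain, 10x automated fluorescence imaging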
MT stabilizer: microtubule stabilizers in HeLa cells, primary screen, imaging, high-content imaging | HeLa tubulin immunostaining HCS, 24 h; share of cells brighter than vehicle mean+2SD | % tubulin-high responders, % at 10 µM | 0.83% of 200,000 active;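 active = plate Z-score above 3 for both tubulin-high and condensed-nucleus cell shares, with cell loss under 80%, at 10 µM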;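 also: anti alpha tubulin signal scored within the nucleus-defined area of each cell; some results filed as inactive read as strong as hits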
CSM14.1 death rescue: rescue of cells from ER stress-induced death, primary screen, 384-well, CSM14.1, thapsigargin, ATP luminescence (AID 1222). CSM14.1 thapsigargin-induced death rescue, ATP luminescence; higher % means a stronger effect. one-dose cellular ATP content (survival), % at 20 µM; EC50 in µM for titrated hits. 190,000 tested, under 10 active;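 active = EC50 below 50 µM in the dose-response confirmation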;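 also: death triggered by thapsigargin at about 15 µM added after 2 h compound pretreatment; cell ATP read after overnight thapsigargin exposure of roughly 18 to 22 hours; normalized against plate controls of thapsigargin alone and 5% DMSO vehicle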
P. falciparum M17LAP: P. falciparum M17LAP inhibitors, primary screen, biochemical, fluorogenic H-Leu-NHMec substrate, 1536-well (AID 1619). recombinant M17LAP, H-Leu-NHMec fluorogenic kinetic assay; higher % means a stronger effect. one-dose inhibition, % at 30 µM; IC50 in µM for titrated hits. Leucine aminopeptidase (Plasmodium falciparum (isolate 3D7)). 0.38% of 220,000 active;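 active = compound inhibiting the enzyme by more than half at any dose during confirmatory dose-response retesting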;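 also: plate controls were full reaction with DMSO carrier for no effect and no enzyme background for full effect; strong numbers were not always called active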
Autophagy HCS: autophagy modulators in MEF cells, primary screen, imaging, high-content, MEF GFP-LC3; calls only at 10 µM (by protocol); 0.98% of 190,000 active; MEF GFP-LC3 puncta imaging; test concentration mostly 10 µM;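 active = percentage of spot-positive cells more than 3 SD above its plate mean, without a fluorescence outlier flag or 80% toxicity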;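 also: spot-positive cell cutoff set from DMSO-treated cells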
M1AAP inhibition: P. falciparum M1AAP inhibitors, biochemical, fluorogenic H-Leu-NHMec substrate, 1536-well (AID 1445); one-dose inhibition, % at 30 µM; IC50 in µM for titrated hits; recombinant M1AAP, H-Leu-NHMec fluorogenic kinetic assay; higher % means a stronger effect; 0.42% of 220,000 active;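 active = primary inhibition above the hit cutoff, then over 50% inhibition at one or more dose response concentrations, cut at about 23% in these data, passing the limit was not always enough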;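 also: plate controls were DMSO full reaction for no effect and no enzyme background for full effect; strong numbers were not always called active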
Ins promoter up: insulin promoter activators in MIN6 cells, imaging, high-content screening, mouse beta cells; MIN6 insulin promoter-GFP reporter; hits give high values; z-score at 5 µM; 0.3% of 190,000 active; AID 1625, 2009;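 active = z-score above 3 at 5 µM with at least 500 cells counted in the well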
Dynein transport cytoplasmic EGFP: further read-out of Dynein transport, marked with its call; z-score; measured here: cytoplasmic GR-EGFP intensity; hits give high values
Dynein transport nuclear GR-EGFP: recorded beside Dynein transport, whose call it bears; z-score; measured here: nuclear GR-EGFP intensity;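 lower value marks the stronger effect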
Dynein transport cell count: recorded beside Dynein transport, whose call it bears; z-score; measured here: cell count per field
Ins promoter up cell count: second read-out of Ins promoter up, no call of its own (marks repeat the call); cell count; measured here: cytotoxicity, nuclei count;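 total cells summed across four imaged fields per well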
Lipid droplet cells 6.5 µM: further read-out of Lipid droplet, marked with its call; cell count; measured here: cell count, cytotoxicity flag;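 cells counted across two imaged fields per well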
MT stabilizer Hoechst-high %: second read-out of MT stabilizer, no call of its own (marks repeat the call); % Hoechst-high responders; measured here: nuclear condensation Hoechst responders;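 share of cells brighter than vehicle mean plus two SD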
MT stabilizer cytotoxicity %: also measured in MT stabilizer; calls as there; toxicity, %; measured here: cytotoxicity by cell density;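 0% = mean cell density of plate MIN control wells and 100% = no cells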
Autophagy HCS cell loss 18 h: further read-out of Autophagy HCS, marked with its call; toxicity, %; measured here: cell loss, nuclei count;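 cell loss after 18 h compound exposure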
* = called active by the depositor; i = inactive; nt = not tested or not shown. Not a hit list; 3.5% or so of the library scored in one or more.

Values run as follows: Lipid droplet	Lipid droplet cells 6.5 µM	Yfh1-depleted yeast	Dynein transport	Dynein transport cytoplasmic EGFP	Dynein transport nuclear GR-EGFP	Dynein transport cell count	MT stabilizer	MT stabilizer Hoechst-high %	MT stabilizer cytotoxicity %	CSM14.1 death rescue	P. falciparum M17LAP	Autophagy HCS	Autophagy HCS cell loss 18 h	M1AAP inhibition	Ins promoter up	Ins promoter up cell count
- CCCCC(=O)N(c1ccc(OCC)cc1)C1C=CS(=O)(=O)C1 (centres undefined)
    -11.2	683	i	0.0782	-0.235	0.236	0.838	3.0	2.7	16.1	-0.5%	-6.7%	i	14.9	-4.4%	-0.43	1301
- CCC(C(=O)OCC(=O)Nc1cc(Cl)cc(Cl)c1)c1ccccc1 (centres undefined)
    -4.6	693	i	-0.34	-0.295	-0.414	0.573	3.0	2.0	2.9	-8.5%	-0.3%	i	5.7	-6.1%	0.15	1247
- Cc1ccc(C)c(Nc2c([N+](=O)[O-])c(=O)oc3ccccc23)c1
    1.4	645	i	0.967	-0.187	0.483	-0.508	nt	nt	nt	nt	-2.9%	nt	nt	5.8%	nt	nt
- COC(=O)CCC(=O)Nc1cc(Cl)cc(Cl)c1
    -16.1	714	i	0.785	-0.195	0.324	-0.451	3.2	1.5	8.8	-1.6%	18.2%	i	-1.9	11.0%	-0.37	1461
- CCOC(=O)c1cccc(NC(=O)CCS(=O)(=O)c2cccc3nsnc23)c1
    -2.8	728	nt	-0.89	-0.197	-0.226	1.06	2.1	1.2	2.4	-2.4%	11.0%	i	-5.9	9.3%	1.07	1211
- COc1cc(OC)c(C(=O)OCC(=O)N(Cc2ccccc2)C(C)(C)C)cc1OC
    -6.3	674	i	0.259	-0.188	0.418	-0.0291	3.8	3.7	7.9	0.6%	0.3%	i	-6.9	0.7%	-0.48	1207
- O=C(NC(=S)Nc1nc(-c2ccccc2)cs1)c1ccco1
    -0.2	673	i	0.96	-0.15	0.894	-1.02	3.2	1.4	6.2	-2.1%	-7.4%	i	-58.0	-1.4%	1.03	1539
- Cc1cc(C=C(C#N)C#N)c(C)n1-c1ccccc1
    nt	nt	i	-1.84	-0.17	-0.858	-0.036	1.8	1.5	3.2	1.9%	0.9%	i	15.3	-0.2%	-1.14	1288
- CCOc1ccc(C(=O)NC2CC3CCCC(C2)N3CC(C)C)cc1 (centres undefined)
    2.6	674	i	0.934	-0.0985	0.23	-1.92	2.5	0.7	6.9	-1.2%	-9.8%	i	15.4	-2.8%	nt	nt
- O=C(OCc1ccc(COC(=O)c2cccnc2Cl)cc1)c1cccnc1Cl
    10.7	688	i	-0.801	-0.203	-0.179	0.84	0.1	3.8	11.1	-0.9%	-6.6%	i	-6.8	-5.2%	-0.92	1140
- Cc1cc(C(F)F)nn1CC(=O)NCc1ccco1
    2.3	666	i	-0.35	-0.315	-0.502	0.714	4.0	1.8	4.0	-3.1%	13.5%	i	0.0	-2.5%	nt	nt
- Cc1cc(Cl)ccc1OC(C)C(=O)NCCCn1ccnc1 (centres undefined)
    8.5	639	i	0.307	-0.218	-0.135	0.119	1.1	1.6	7.9	0.0%	-2.0%	i	-4.7	3.5%	0.35	1114
- CCC(C(=O)Nc1cc(C(=O)O)ccc1C)c1ccccc1 (centres undefined)
    6.1	691	i	-0.0326	0.309	0.208	0.587	5.4	1.0	8.0	-0.4%	7.8%	i	11.7	0.0%	-0.12	1654
- COc1cccc(-c2cc3nc4c(c(N5CCC6(CC5)OCCO6)n3n2)CCC4)c1
    39.1	647	i	0.717	-0.106	-0.161	-0.787	1.8	1.7	7.4	8.3%	9.4%	i	-15.7	-2.4%	-3.88	1406
- OC(CN1CCOCC1)Cn1c(-c2cccc(Cl)c2)nc2ccccc21 (centres undefined)
    3.2	788	i	-0.89	-0.278	-0.292	-0.286	1.7	1.2	3.1	-0.1%	6.3%	i	-3.3	14.9%	0.29	1146
- CC(C)CNC(=O)c1cccc(NC(=O)c2ccc(NC(=O)c3ccco3)cc2)c1
    1.5	755	i	0.525	-0.219	0.609	-0.278	1.3	0.6	27.3	0.8%	-5.1%	i	0.6	-6.1%	0.11	1187
- COC(=O)c1ccccc1NS(=O)(=O)c1cn(C)c(=O)n(C)c1=O
    -16.4	601	i	-0.904	-0.177	-0.51	-0.0506	5.3	3.0	2.7	-2.3%	0.9%	i	10.3	6.4%	0.54	1625
- Cc1cccc(-c2noc(CN(C(=O)C34CC5CC(CC(C5)C3)C4)C(C)C)n2)c1
    -5.0	625	i	0.117	-0.247	0.0763	0.476	3.2	2.9	5.2	-2.0%	3.5%	i	-9.4	-0.6%	0.41	1963
- CC1(C)NC(=O)N(CC(O)CN2CCCCC2)C1=O (centres undefined)
    -9.4	699	i	-0.954	-0.214	-0.621	0.806	2.0	1.9	21.0	nt	14.4%	i	5.0	8.4%	0.15	1055
- COc1ccc(O)c(C(=O)c2cnc3onc(C(C)C)c3c2)c1
    nt	nt	i	0.436	-0.398	0.792	-0.0247	2.6	1.9	3.2	-3.4%	9.6%	i	2.7	5.7%	-0.64	1232
- O=C(Nc1cccnc1)c1cccc(S(=O)(=O)N2CCCCC2)c1
    10.1	775	i	0.519	-0.264	0.579	0.0684	nt	nt	nt	1.1%	-0.3%	i	-12.4	6.5%	0.02	1409
- Cc1onc(-c2c(F)cccc2Cl)c1C(=O)c1ccc(F)cc1
    12.9	733	i	0.705	-0.161	0.34	-0.338	nt	nt	nt	nt	-2.3%	nt	nt	4.5%	-0.44	1094
- Cn1c(SCc2ccccc2)nnc1-c1ccc2nonc2c1
    nt	nt	i	0.193	-0.122	-0.00554	-0.849	nt	nt	nt	nt	-15.2%	nt	nt	-0.6%	-0.03	1412
- CCCOC(=O)c1ccc(Oc2c(-c3ccc(OCC)cc3O)n[nH]c2C)cc1
    7.6	841	i	1.09	-0.274	-0.13	-1.05	4.6	2.6	7.6	-3.1%	0.9%	i	12.6	-5.2%	-0.48	929
- COc1cc(NC(=O)c2ccc(CNc3c(N4CCOCC4)c(=O)c3=O)cc2)cc(OC)c1
    nt	nt	i	0.421	-0.3	0.522	0.542	3.9	2.5	8.9	-1.4%	-3.1%	i	-4.2	12.7%	-0.42	972
- COc1cccc(CN(C)C(=O)c2ccc(S(=O)(=O)N3CCCC3)cc2)c1OC
    nt	nt	i	-0.231	-0.194	-0.273	0.492	1.3	1.9	6.4	-2.5%	-4.2%	i	3.3	-2.8%	1.34	1100
- CNS(=O)(=O)c1cc(C(=O)NCc2ccco2)ccc1Cl
    -1.0	762	i	-0.121	-0.273	-0.116	0.0588	1.3	1.2	25.6	-3.3%	1.3%	i	-2.4	0.6%	-0.34	935
- COc1cc(C(=O)OC(C)C(=O)Nc2ccc3c(c2)OCO3)ccc1OCc1c(C)noc1C (centres undefined)
    nt	nt	i	-0.0896	-0.244	-0.833	0.489	2.4	3.2	4.8	-0.5%	8.6%	i	-1.4	2.4%	-0.29	1538
- O=C(C1CCN(C2CCN(Cc3ccc4c(c3)CCO4)CC2)CC1)N1CCOCC1
    -2.3	694	i	0.768	-0.257	0.169	-0.0573	4.5	3.9	3.6	-0.7%	2.3%	i	7.5	-9.7%	-0.68	1455
- CCCC(C)NC(=O)COc1ccc(S(=O)(=O)N2CCCC2)cc1 (centres undefined)
    -1.1	578	i	1.16	-0.192	0.172	0.354	2.0	2.0	3.1	0.1%	-4.8%	i	-14.9	0.9%	0.34	1475
- Cc1ccc(C(=O)/C=C/c2cn(CC(O)CN3CCOCC3)c3ccccc23)cc1 (centres undefined)
    33.6	423	i	1.86	-0.216	0.979	-1.22	4.2	4.5	12.6	-2.5%	6.7%	i	2.2	6.4%	0.47	1225
- COc1ccc(Sc2nnc(Cc3ccccc3)c3ccccc23)cc1
    nt	nt	i	-2.24	0.000448	-1.17	1.06	4.4	3.4	0.8	-2.0%	7.0%	i	1.8	0.1%	-0.33	779
- Cc1cc(C)c2cccc(NC(=S)NC(=O)c3ccccc3)c2n1
    nt	nt	i	0.273	-0.198	0.697	-0.0485	3.1	2.2	10.2	-3.2%	-0.5%	i	-18.6	-0.8%	0.76	1344
- CCOc1ccccc1OCCOc1ccccc1OC(C)C
    17.6	754	i	-0.307	0.00761	-0.0586	0.998	2.0	1.0	5.9	-0.1%	-7.3%	i	0.6	1.5%	-1.02	914
- O=C(NN1C(=O)c2ccccc2NC1c1cccnc1)c1ccc([N+](=O)[O-])cc1 (centres undefined)
    -11.0	732	i	-0.425	-0.266	-0.201	0.467	2.7	2.2	10.1	-0.1%	-2.5%	i	9.8	11.1%	nt	nt
- Cc1ccc(NC(=S)NN2CCOCC2)c(C)c1
    nt	nt	i	-0.766	-0.213	0.431	1.06	3.1	1.7	7.0	-1.5%	1.8%	i	-32.1	5.2%	-0.23	1422
